Assay outcomes (PubChem)
Vif-APOBEC3F blk: Vif-A3F binding inhibition; 0.2% of 390,000 active; HeLa A3F-eYFP + Vif (tagged APOBEC3F with the HIV-1 protein that degrades it), YFP fluorescence increase; Potency, µM (series often up to 46.1 µM), for inactives: top-dose activity, negative = active; further: potency means the concentration at half of the fitted maximal effect; % of control where 0% means no effect; nearly all actives have a fitted effect of over 65% in size
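Fluorescence increase (Ex 488/Em 500-530) after overnight compound treatment at 37 deg C flags inhibition of Vif-driven A3F-eYFP loss in stable HeLa A3F-eYFP/Vif cells seeded overnight beforehand.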
RXFP1 ag: activates the human relaxin receptor RXFP1. Q9HBX9. HEK293T-RXFP1 cAMP TR-FRET, 30 min; response scale: percent of porcine relaxin response, buffer zero. Potency, µM (series often up to 57.5 µM), for inactives: at the highest dose activation, most hits filed as activators. 0.3% of 370,000 active; further: potency means the concentration at half of the fitted maximal effect; on the % scale 0 is the no-effect control and ±100 the full control effect; nearly all actives have a fitted effect of over 60% in size; many of its hits are not listed in these tables
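Agonist response is measured as cAMP accumulation in an RXFP1-transfected HEK293T line under PDE4 inhibition. Values are scaled between buffer-only and 29 nM porcine relaxin, and EC50s come from standard Hill equation fits.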
Glioma ERSR ind: ER stress response induction in glioma; U87-MG GRP78 promoter luciferase reporter, 16 h; Potency, µM, inactives show at the top dose activation, hits mostly activators; 0.02% of 420,000 active; AID 602332; further: potency means the concentration at half of the fitted maximal effect; series mostly up to about 76 µM; % of control where 0% means no effect; nearly all actives have a fitted effect of over 35% in size
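Stably transfected U87-MG human glioma cells carrying a GRP78-based luminescent sensor were seeded at 1000 cells/well, pin-dosed with compounds and incubated 16 h. Luciferase reagent was then added, and end-point luminescence was read after 10 min at room temperature.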
PI4K2A inh: inhibitors of human PI4K2A | Q9BTU6 | purified PI4K2A, ADP-Glo luminescence, 1 h; active compounds read low | activity change, negative = inhibition, % at 76.9 µM | 0.13% of 420,000 active; in the data active means activity change below about -50%; inconclusive means mostly about -30% to -49%;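 further: -100% = wells without enzyme as full effect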
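Compounds are screened against recombinant PI4K2A using PI as substrate and ATP, the latter dispensed at 300 microM. Reactions run one hour at ambient temperature before ADP-Glo detection; full inhibition defined by wells lacking enzyme.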
TrxR1 substrate: is turned over as a substrate by rat TrxR1. O89049. purified TrxR1 substrate turnover, NADPH consumption readout. Potency, µM (doses to about 114 µM), for inactives: top-dose activity change, negative = substrate turnover. 0.01% of 390,000 active; further: potency means the concentration at half of the fitted maximal effect; on the % scale 0 is the no-effect control and ±100 the full control effect; nearly all actives have a fitted effect of over 50% in size
Target sequence (O89049 whole entry, looked up): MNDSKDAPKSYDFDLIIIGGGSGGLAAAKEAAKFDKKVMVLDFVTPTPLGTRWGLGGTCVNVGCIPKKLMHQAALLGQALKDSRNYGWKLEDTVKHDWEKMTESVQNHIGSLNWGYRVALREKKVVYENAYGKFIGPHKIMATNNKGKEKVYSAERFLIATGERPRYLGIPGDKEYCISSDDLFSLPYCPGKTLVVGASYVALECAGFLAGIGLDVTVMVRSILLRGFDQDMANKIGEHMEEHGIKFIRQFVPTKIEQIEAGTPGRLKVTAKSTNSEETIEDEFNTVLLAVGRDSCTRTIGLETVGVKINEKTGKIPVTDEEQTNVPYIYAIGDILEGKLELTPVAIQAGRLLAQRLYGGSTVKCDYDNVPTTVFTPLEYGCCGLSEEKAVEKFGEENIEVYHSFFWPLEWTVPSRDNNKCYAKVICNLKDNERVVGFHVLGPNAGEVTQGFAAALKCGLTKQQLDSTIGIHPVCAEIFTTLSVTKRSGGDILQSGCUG
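Rat TrxR1, dispensed at 90 nM, was prereduced with 400 uM NADPH (final) for 5 min at ~22 deg C, then incubated with compound 15 min before 400 uM selenite. A first-read NADPH fluorescence drop versus no-compound background flagged substrates.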
Vif-APOBEC3G blk: blocks the Vif interaction with human APOBEC3G | Potency, µM (titrated, usually from 46.1 µM), for inactives: at the top dose activity, negative = active, most hits filed as inhibitors | HeLa A3G-eYFP + Vif (tagged APOBEC3G with the HIV-1 protein that degrades it), YFP fluorescence, overnight | 0.076% of 410,000 active;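 further: potency means the concentration at half of the fitted maximal effect; on the % scale 0 is the no-effect control and ±100 the full control effect; nearly all actives have a fitted effect of over 60% in size; hits raise eYFP signal because A3G escapes Vif-driven loss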
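HeLa cells stably expressing Vif and C-terminally eYFP-tagged A3G, seeded overnight at 37 deg C, then exposed to compound by pintool overnight at 37 deg C. Rise in yellow fluorescence (Ex 488/Em 500-530, Acumen) marks blocked Vif-driven A3G degradation.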
IDH1 R132H inh: human IDH1 R132H inhibition | O75874 | 0.093% of 390,000 active | Potency, µM (highest dose often 76.6 µM), inactives show at the highest dose activity change, negative = inhibition, most hits filed as inhibitors | IDH1-R132H enzyme, NADPH consumption, diaphorase/resazurin fluorescence; further: potency means the concentration at half of the fitted maximal effect; on the % scale 0 is the no-effect control and ±100 the full control effect; nearly all actives have a fitted effect of over 65% in size
Target sequence (O75874 whole entry R132H, stated change not applied): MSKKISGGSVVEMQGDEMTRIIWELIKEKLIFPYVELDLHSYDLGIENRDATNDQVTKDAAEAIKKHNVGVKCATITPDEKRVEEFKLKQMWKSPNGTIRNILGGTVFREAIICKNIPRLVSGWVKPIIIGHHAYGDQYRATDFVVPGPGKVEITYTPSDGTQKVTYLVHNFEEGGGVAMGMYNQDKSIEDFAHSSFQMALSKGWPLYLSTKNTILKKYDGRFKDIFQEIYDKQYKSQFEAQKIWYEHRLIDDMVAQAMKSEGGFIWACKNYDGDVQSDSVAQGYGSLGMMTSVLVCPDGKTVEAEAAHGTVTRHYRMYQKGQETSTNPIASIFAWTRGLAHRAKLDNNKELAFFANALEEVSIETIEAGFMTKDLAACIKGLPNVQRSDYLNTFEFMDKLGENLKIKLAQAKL
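IDH1-R132H (0.5 ug/mL) preincubated 30 min with compound, then NADPH (0.016 mM) and alpha-KG (2 mM) added; 80 min at RT, pH 7.5. Remaining NADPH coupled via diaphorase/resazurin to fluorescence (540/590 nm); concentration-response curves normalized to no-enzyme control.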
USP1-UAF1 inh: inhibitors of human USP1/UAF1 deubiquitinase. O94782. recombinant USP1/UAF1, Ub-Rhodamine cleavage fluorescence. Potency, µM (titrated, usually from 57.1 µM), for the others: at the top dose activity change, negative = inhibition, actives largely listed as inhibitors. 0.23% of 390,000 active. AID 743255; further: potency means the concentration at half of the fitted maximal effect; on the % scale 0 is the no-effect control and ±100 the full control effect; nearly all actives have a fitted effect of over 60% in size; inactives centre near -12
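High-throughput fluorogenic screen: 1nM USP1/UAF1 complex, Ub-Rho substrate 150nM final, 50mM HEPES pH 7.8 with 0.5mM EDTA, 0.1 mg/ml BSA, 1mM TCEP and 0.01% Tween-20.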
LDHA block: blocks human lactate dehydrogenase A; P00338; purified LDHA, NADH/diaphorase-resazurin fluorescence; active compounds read low; activity change, % (values are at about 110 or 230 µM); 0.15% of 480,000 active; AID 1347041; in the data active means activity change below about -30%; inconclusive means mostly about -25% to -30%;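 further: plate controls were DMSO wells for no effect and wells without enzyme for full effect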
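Remaining NADH was detected by diaphorase (0.133 mg/mL) converting 37 µM resazurin to fluorescent resorufin, read at 0 and 20 minutes. The preceding 5-minute room-temperature reaction used 2 nM LDHA, 0.2 mM sodium pyruvate and 0.06 mM NADH at pH 7.4.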
An asterisk follows results filed as active; ? = inconclusive; · = not tested or not shown; & = joins results of further samples; [ ] = dose if it differs, or a comment. Unless noted, the call rests on the fitted dose curve; in most records, active means well fitted curve in the direction sought with a large enough effect; inconclusive means small, poorly fitted or top-dose-only effect, or another doubt; inactive means no such curve, though single readings can be large; an effect the other way counts as inactive or inconclusive.

1) CCCCSc1nnc2n(-c3cccc(C)c3)c(=O)c3c4c(sc3n12)CCCC4
2) COc1cc(C(=O)NNC(=O)/C=C/c2ccccc2)cc(OC)c1OC
3) CC(CNC(=O)c1cc(COc2c(F)cccc2F)on1)c1ccccc1 (configuration not stated)
4) Cc1cc(NC(=O)c2c(Cl)c(C)nn2C)no1
5) O=C(Nc1cccc2[nH]ncc12)NS(=O)(=O)c1ccccc1

screen / no.,1,2,3,4,5
Vif-APOBEC3F blk,3%,-9%,-23%,-18%,2%
RXFP1 ag,5.0%,·,-1.2%,1.1%,-6.9%
Glioma ERSR ind,-4%,0%,4%,-5%,-6%
PI4K2A inh,-3,2,3,1,-4
TrxR1 substrate,-8%,7%,-6%,-2%,5%
Vif-APOBEC3G blk,-3%,-1%,-15%,2%,0%
IDH1 R132H inh,-7%,7%,5%,-3%,20%
USP1-UAF1 inh,-11%,-25%,-22%,1%,-14%
LDHA block,3,-4,-7,-5,12

6) CCn1c(CCc2ccccc2)nc2ccccc21
7) O=C1c2ccccc2C(O)(Cc2ccccc2)N1c1ccc2c(c1)OCO2 (configuration not stated)
8) CCOc1ccc(-c2c(C(=O)N/N=C/c3ccsc3)nnn2-c2nonc2N)cc1
9) CCNC(=O)COC(=O)CCC(=O)c1cccs1
10) CC(=O)Nc1nc(=S)ss1

screen / no.,6,7,8,9,10
Vif-APOBEC3F blk,0%,-5%,-14%,7%,1%
RXFP1 ag,0.1%,-0.5%,1.6%,-2.6%,0.3%
Glioma ERSR ind,?,-2%,-5%,-3%,-4%
PI4K2A inh,3,2,-9,2,3
TrxR1 substrate,-10%,1%[57.1 µM],7%,-10%,14%[57.1 µM]
Vif-APOBEC3G blk,0%,-1%,-2%,1%,0%
IDH1 R132H inh,0%,-6%,5%,5%,7%
USP1-UAF1 inh,-22%,-10%,-13%,3%,-15%
LDHA block,-8,5,-2,-1,-8

11) COc1ccccc1N(CC(=O)NCc1ccccc1)S(=O)(=O)c1cccs1
12) COc1ccc(N2CCN(C(=O)CSc3ncnc4c3cnn4-c3ccccc3C)CC2)cc1
13) CCCSc1ncc(Cl)c(C(=O)Nc2scc(-c3ccc(C)cc3)c2C(=O)OCC)n1
14) Nc1nc2ccc([N+](=O)[O-])c(N)c2s1
15) C[C@H](CO)N1C[C@H](C)[C@@H](CN(C)C(=O)Nc2ccc(C(F)(F)F)cc2)Oc2c(NS(=O)(=O)c3cn(C)cn3)cccc2C1=O

screen / no.,11,12,13,14,15
Vif-APOBEC3F blk,-4%,-4%,·,2%,-3%
RXFP1 ag,·,0.8%,0.3%,0.3%,·
Glioma ERSR ind,-4%,-3%,·,-6%,1%
PI4K2A inh,-1,1,3,-4,-2
TrxR1 substrate,·,-1%,10%,-15%,4%[57.1 µM]
Vif-APOBEC3G blk,-2%,2%,·,-8%,-7%
IDH1 R132H inh,7%,0%,·,-6%,19%
USP1-UAF1 inh,-23%,-21%,-23%,-2%,1%
LDHA block,-1,-2,-4,2,1

Pulled one by one from the list above, 3 records:
3) CC(CNC(=O)c1cc(COc2c(F)cccc2F)on1)c1ccccc1 (configuration not stated)
8) CCOc1ccc(-c2c(C(=O)N/N=C/c3ccsc3)nnn2-c2nonc2N)cc1
11) COc1ccccc1N(CC(=O)NCc1ccccc1)S(=O)(=O)c1cccs1

screen / no.,3,8,11
Vif-APOBEC3F blk,-23%,-14%,-4%
RXFP1 ag,-1.2%,1.6%,·
Glioma ERSR ind,4%,-5%,-4%
PI4K2A inh,3,-9,-1
TrxR1 substrate,-6%,7%,·
Vif-APOBEC3G blk,-15%,-2%,-2%
IDH1 R132H inh,5%,5%,7%
USP1-UAF1 inh,-22%,-13%,-23%
LDHA block,-7,-2,-1

The list goes on:
16) COc1ccc(C2=NN(c3nc4ccccc4s3)C(=O)C2)cc1
17) Cc1ccc(CNC(=O)CN2C(=O)C3(SCC(=O)N3c3cc(C)cc(C)c3)c3ccccc32)cc1 (configuration not stated)
18) CCOC(=O)N1CCN(CC(=O)Nc2cc3c(cc2C(C)=O)OCO3)CC1
19) CCOC(=O)c1[nH]c2ccccc2c1CCCN1C(=O)c2ccccc2C1=O
20) CC1CCCC(C)N1C(=O)COC(=O)Cc1ccc(F)cc1 (configuration not stated)

screen / no.,16,17,18,19,20
Vif-APOBEC3F blk,?,0%,-1%,-2%,0%
RXFP1 ag,0.6%,-0.4%,8.0%,6.9%,4.4%
Glioma ERSR ind,-8%,-2%,-5%,-4%,-3%
PI4K2A inh,-1,-1,-7,-3,-3
TrxR1 substrate,-11%,-12%,10%[57.1 µM],-12%,3%
Vif-APOBEC3G blk,-4%,1%,0%,-5%,1%
IDH1 R132H inh,-5%,-4%,-6%,14%,10%
USP1-UAF1 inh,-16%,-17%,-21%,-16%,-25%
LDHA block,-12,-3,0,-3,-14

21) CCOC(=O)[C@H]1[C@H]2COc3ccc(C)cc3[C@@H]2N2C(=O)CN(Cc3ccccc3)C(=O)[C@@]12C
22) CN1C(=O)/C(=C/c2ccccc2Cl)Sc2ccc(C(=O)NCc3cccnc3)cc21
23) O=C(O)C1CCCN1C(=O)Nc1ccccc1 (configuration not stated)
24) CCCCCC(=O)NC(Nc1ccc(S(N)(=O)=O)cc1)C(Cl)(Cl)Cl (configuration not stated)
25) COc1ccccc1N(CC(=O)Nc1c(C)cccc1C)S(C)(=O)=O

screen / no.,21,22,23,24,25
Vif-APOBEC3F blk,0%,3%,8%,-7%,-7%
RXFP1 ag,1.3%,3.2%,0.3%,2.5%,0.7%
Glioma ERSR ind,-6%,-5%,-4%,-4%,-3%
PI4K2A inh,6,1,9,1,-1
TrxR1 substrate,-5%,8%,0%[57.1 µM],-1%,9%
Vif-APOBEC3G blk,-12%,0%,-4%,2%,-6%
IDH1 R132H inh,0%,-3%,6%,0%,5%
USP1-UAF1 inh,-26%,-11%,-15%,-3%,-14%
LDHA block,-1,-9,-1,-4,-3

26) Cc1cccc(NS(=O)(=O)c2nnc(NC(=O)c3cccc(C)c3)s2)c1
27) COc1cc2nc(NC(=O)c3ccc(S(=O)(=O)N4CCOCC4)cc3)sc2cc1OC
28) COc1ccc(NC(=O)CCSc2nc(-c3ccco3)cc(C(F)(F)F)n2)cc1
29) CCNC(=O)C1(C)CCCN1C(=O)c1ccc(-c2ccccc2)cc1 (configuration not stated)
30) CC(C)CN(CC(C)C)c1nnc(NC(=O)Cn2c(=O)oc3ccccc32)s1

screen / no.,26,27,28,29,30
Vif-APOBEC3F blk,-6%&1%,1%,1%,·,-8%
RXFP1 ag,3.7%&0.6%,-1.1%,12%,·,-1.4%
Glioma ERSR ind,-1%&0%,-2%,0%,-2%,-2%
PI4K2A inh,-7&-4,-7,-3,2,-3
TrxR1 substrate,-4%&-6%,-3%[57.1 µM],5%,·,1%
Vif-APOBEC3G blk,-9%&-9%,1%,-1%,-2%,-1%
IDH1 R132H inh,7%&-2%,-5%,2%,·,-2%
USP1-UAF1 inh,-13%&-16%,-18%,-12%,·,-25%
LDHA block,-3&-6,-4,1&-7,-9,-7

31) O=c1[nH]c2ccc(Br)cc2c(=O)o1
32) Cc1nn(Cc2ccccc2)c2c1C(c1cccc(Cl)c1)C(C#N)=C(N)O2 (configuration not stated)
33) COc1ccc(-c2nnc(SCC(=O)N3CCCCC3)o2)cc1
34) COc1ccc(-c2cc(C(=O)Nc3c(C(=O)c4ccc(C)c(F)c4)oc4ccccc34)no2)cc1
35) C=CCn1c(SCC(=O)NC(=O)NCc2ccco2)nc2sc(C)c(C)c2c1=O

screen / no.,31,32,33,34,35
Vif-APOBEC3F blk,0%,·,-17%&0%,0%,-1%
RXFP1 ag,·,0.7%,2.0%&5.2%,?,26%
Glioma ERSR ind,-12%,-1%,0%&-2%,-2%,-15%
PI4K2A inh,-4,-2,4&-1,-7,-8
TrxR1 substrate,·,-5%,4%&0%,4%,16%
Vif-APOBEC3G blk,0%,?,-1%&-3%,2%,-12%
IDH1 R132H inh,5%,12%,-6%&-11%,10%,8%
USP1-UAF1 inh,-31%,-9%,?,-12%,-14%
LDHA block,-5,-2,-8&-1,1,4

36) CCCCOC(=O)C(C)Nc1n[nH]c(=S)[nH]c1=O (configuration not stated)
37) COC(OC)c1ccnc(SCc2ccccc2Cl)n1
38) COc1ccc(NC(=O)CNS(=O)(=O)c2cccc3nonc23)c(OC)c1
39) CN(C)/C=C/c1[nH]c(=O)[nH]c(=O)c1[N+](=O)[O-]
40) O=C(NCCCCc1ccccc1)c1ccccc1
41) CC[C@]12c3[nH]c4ccccc4c3CCN1C(=O)C(CC(=O)NCC13CC4CC(CC(C4)C1)C3)C[C@@H]2C(=O)N1CCN(C(=O)C2CC2)CC1 (some centres not stated)
42) COc1ccccc1Cn1c(C)c(C(=O)NCc2ccc(C#N)cc2)sc1=O

screen / no.,36,37,38,39,40,41,42
Vif-APOBEC3F blk,-9%,9%,·,-5%,6%,-4%,·
RXFP1 ag,16%,0.0%,1.2%,-7.7%,-0.2%,·,·
Glioma ERSR ind,-3%,-2%,0%,-2%,-1%,-1%,2%
PI4K2A inh,2,-2,-1,0,-14,2,-1
TrxR1 substrate,-9%,7%[57.1 µM],2%,-12%,6%[57.1 µM],-2%,·
Vif-APOBEC3G blk,1%,-1%,1%,4%,0%,-2%,-4%
IDH1 R132H inh,8%,18%,0%,-3%,6%,6%,·
USP1-UAF1 inh,-7%,3%,-5%,-21%,0%,-31%,·
LDHA block,-7,-9,7,0,0,1,3

The list is partial (hit frequency here may not be typical).
